SIRT5 inh = sirtuin-5 (human) deacylase inhibition; Purified SirT5, succinyl-peptide AMC, trypsin-coupled fluorescence; inhibition, % at 15 µM; 1.1% of 330,000 active; in the data active = inhibition above about 15%
Target sequence (Q9NXA8 whole entry, looked up): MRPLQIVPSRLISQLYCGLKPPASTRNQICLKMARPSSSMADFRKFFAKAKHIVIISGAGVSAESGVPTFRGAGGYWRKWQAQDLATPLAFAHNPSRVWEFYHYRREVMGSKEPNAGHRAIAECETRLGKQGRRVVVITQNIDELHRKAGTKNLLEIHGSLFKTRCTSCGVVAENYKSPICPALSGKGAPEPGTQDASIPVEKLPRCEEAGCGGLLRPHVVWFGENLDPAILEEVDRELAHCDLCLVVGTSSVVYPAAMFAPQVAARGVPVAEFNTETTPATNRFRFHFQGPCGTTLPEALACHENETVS
S100A4 MyoIIA = blocks human S100A4 binding to myosin IIA peptide; S100A4/TAMRA-MyoIIA peptide fluorescence polarization; 0.14% of 360,000 active; P26447; AID 652163; inhibition, % at 10.7 µM;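 active = mean inhibition of at least 70% across replicates, with every replicate also reaching that level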
Target sequence (P26447 whole entry, looked up): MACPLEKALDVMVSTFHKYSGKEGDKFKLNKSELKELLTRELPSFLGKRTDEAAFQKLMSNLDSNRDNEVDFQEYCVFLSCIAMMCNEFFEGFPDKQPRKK
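Assay system: human S100A4 monomer with TAMRA-labelled myosin IIA peptide / Buffer or medium: Calcium-containing HEPES buffer, pH 7.2 / Reagent: TAMRA-labelled myosin IIA heavy-chain peptide probe, 5 nM / Compound: one dose per compound / Timing: polarization read 5 min after assay mix addition, stable 5–60 min / Benchmarks: neutral control DMSO, positive control TFP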
esBAF inh = blocks esBAF chromatin remodeling in mouse ES cells; Bmi1-luciferase knock-in reporter, 24 h; 100% = twice the neutral-well signal; reporter increase, % at 12.5 µM; 2% of 350,000 active; in the data active = activation above about 40%;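 note: 0% = median of the plate's neutral control wells and 100% = double that signal; a rise in the Bmi1 reporter signal indicates esBAF inhibition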
LGR2 antag = blocks bursicon-induced cAMP signaling via Drosophila LGR2; HEK293 LGR2, CRE-luciferase, bursicon-stimulated, 4 h; inhibition, % at 9.99 µM; 0.35% of 380,000 active; AID 720647;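 active = drop in luminescence signal, shown as inhibition above about 50% in the replicate tests, limit read from the data, passing the limit was not always enough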;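 note: agonist challenge used bursicon conditioned medium at about half maximal strength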
CASP6 VEID inh = inhibitors of human caspase-6; P55212; purified caspase-6, Z-VEID-R110 cleavage fluorescence; inhibition, % at 12.5 µM; 0.53% of 350,000 active; AID 686996;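 active = mean inhibition across replicates at least about 35%, with every replicate also reaching that limit, limit read from the data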;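 note: 0% = median of neutral control wells and 100% = no fluorescence left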
Target sequence (P55212 24-179 limits assumed): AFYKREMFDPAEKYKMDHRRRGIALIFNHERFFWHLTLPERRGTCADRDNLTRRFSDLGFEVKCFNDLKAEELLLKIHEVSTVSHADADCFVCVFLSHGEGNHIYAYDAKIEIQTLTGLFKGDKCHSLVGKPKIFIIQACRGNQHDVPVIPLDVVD
Target sequence (P55212 194-293 limits assumed): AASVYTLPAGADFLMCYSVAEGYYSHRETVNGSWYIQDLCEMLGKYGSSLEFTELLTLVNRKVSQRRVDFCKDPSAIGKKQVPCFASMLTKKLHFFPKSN
C2C12 statin = protects C2C12 myotubes from simvastatin toxicity. ATP luminescence, 48 h; scaled: DMSO 0, geranylgeraniol control 100. rescue of ATP level, % at 7.49 µM. 0.78% of 330,000 active. AID 602340;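 active = mean ATP rescue above about 67%, or every replicate alone reaching that limit, limit read from the data, passing the limit was not always enough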;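 note: myotubes were challenged with 10 µM simvastatin during compound exposure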
FN deposit inh = fibronectin deposition inhibition; AH1F fibroblasts, Alexa488-fibronectin deposition fluorescence, overnight; inhibition, % at 12.6 µM; 0.086% of 350,000 active;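 active = mean inhibition across replicates of 30% or more, regardless of how many single replicates reach that level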;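 note: positive control wells lacked labelled fibronectin entirely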
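Measured by – fluorescence 485/525 nm · System – AH1F fibroblast monolayer, labelled fibronectin deposition · Amount – 10000 cells per well · Buffer or medium – serum-reduced DMEM (2% serum) · Doses – single dose, pinned · Also added – fluorescent fibronectin at 24 nM final · Schedule – 1 h cell attachment, overnight exposure to compound and label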
The depositor's hits bear a star; x = not tested or not shown.

[1] C[C@@H]1CN([C@@H](C)CO)C(=O)c2cc(-c3cccnc3)cnc2O[C@@H]1CN(C)C(=O)C1CCC1
[2] FC(F)(F)c1cnc(C(c2ccccc2)c2ncn[nH]2)c(Cl)c1 (stereo not given)
[3] O=C(NCc1ccccc1Cl)C1CCCN(C(=O)Nc2ccc(F)cc2)C1 (stereo not given)
[4] OCOCCCn1c(C2CCCN2c2nc(-c3ccc(F)cc3)cs2)nc2cc(Cl)c(N3CCCCC3)cc21 (stereo not given)
[5] CN(CCNC(=O)c1cc2c(-c3ccccc3F)nn(C)c2s1)C1CCCCC1
[6] Cc1nc2c(C(=O)NCc3cccs3)cnn2c(C)c1Cc1ccc(F)cc1
[7] O=C(c1ccc(Br)cc1)C(CN1CCOCC1)c1ccccc1 (stereo not given)
[8] C[C@@H]1CCCCO[C@@H](CN(C)C(=O)CCCN(C)C)[C@H](C)CN([C@H](C)CO)C(=O)c2cc(NC(=O)NC3CCCCC3)ccc2O1
assay / compound	1	2	3	4	5	6	7	8
FN deposit inh	x	0.8	-7.2	8.7	-8.9	-1.5	34.2*	x
CASP6 VEID inh	1.2	-1.2	0.5	-3.8	-7.1	-1.6	5.2	-2.4
S100A4 MyoIIA	2.1	3.1	-2.0	-7.8	-0.3	3.4	-7.7	4.9
C2C12 statin	15.1	-1.9	-3.7	-19.8	-13.1	x	5.9	x
SIRT5 inh	0.1	-11.9	-2.3	x	-10.8	-3.3	-2.0	-2.6
esBAF inh	-2.7	-2.2	-12.7	13.4	-7.6	x	-1.5	-4.4
LGR2 antag	-3.0	7.2	-3.2	-7.8	20.7	13.4	15.6	6.0

[9] Cc1noc(C)c1S(=O)(=O)N(C)C[C@H]1OCCCC[C@H](C)Oc2ccc(NC(=O)Nc3cccc4ccccc34)cc2C(=O)N([C@H](C)CO)C[C@H]1C
[10] O=C(Oc1cccc([N+](=O)[O-])c1)c1ccc2c(=O)n3c(nc2c1)CCC3
[11] O=C(O)CN1C(=O)c2cccc3c(Br)ccc1c23
[12] Cc1ccc(S(=O)(=O)N(C)C)cc1NC(=O)C(C)N(C)Cc1sccc1C (stereo not given)
[13] COCC(=O)N1[C@@H](C#N)[C@@H](c2ccccc2-c2cccc(C)c2)[C@@H]1CO
[14] CC(C)NC(=O)N(C)C[C@H]1Oc2ccc(NC(=O)C3CC3)cc2C(=O)N([C@@H](C)CO)C[C@H]1C
[15] O=C1CC(Sc2ccc(Cl)cc2)C(=O)N1Cc1ccncc1 (stereo not given)
[16] COc1ccc(S(=O)(=O)Nc2ccc3c(c2)OC[C@@H](C)N(C(=O)NC(C)C)C[C@@H](C)[C@H](OC)CN(C)C3=O)cc1
assay / compound	9	10	11	12	13	14	15	16
FN deposit inh	x	5.9	3.3	-4.2	3.4	x	-11.4	-13.8
CASP6 VEID inh	1.7	-0.6	1.6	-1.8	-0.6	1.2	3.0	0.9
S100A4 MyoIIA	3.4	-3.4	2.7	-8.8	-3.1	-7.1	4.8	8.4
C2C12 statin	x	-7.2	4.5	-10.0	x	10.5	24.7	32.5
SIRT5 inh	x	1.9	-5.7	-1.5	-3.5	8.7	-0.3	-1.3
esBAF inh	x	-0.5	-0.8	-2.5	x	-1.4	-0.4	1.1
LGR2 antag	0.5	-1.8	11.2	-6.9	2.3	-2.1	10.8	7.8

Values in list order from above.
Entries 8–16 in FN deposit inh: x, x, 5.9, 3.3, -4.2, 3.4, x, -11.4, -13.8
Entries 8–16 in CASP6 VEID inh: -2.4, 1.7, -0.6, 1.6, -1.8, -0.6, 1.2, 3.0, 0.9

The list goes on.
[17] CCOCCCNC(=O)c1ccccc1OC1CCN(S(C)(=O)=O)CC1
[18] CCCc1cc(=O)[nH]c(SCC(=O)N2CCN(c3ccccc3)CC2)n1
[19] COc1ccccc1NS(=O)(=O)c1cc(NC(=O)C(C)NC(N)=O)ccc1N1CCCC1 (stereo not given)
[20] COCC(=O)N1CCCC(C)(C(=O)Nc2cccc(Oc3ccccc3)c2)C1 (stereo not given)
[21] COc1ccc(/C=C/C(=O)NC(=S)NNC(=O)c2ccco2)cc1OC
[22] Cn1cnc(S(=O)(=O)N[C@H]2CC[C@@H](CC(=O)NCC3CCCCC3)O[C@H]2CO)c1
[23] CC(C)NC(=O)N1[C@H](CO)[C@@H](c2ccccc2)[C@@H]1CN(C)C(=O)c1cccnc1
[24] O=C(O)c1ccc2c(c1)C(=O)N(c1cccc(-c3nc4ccccc4s3)c1)C2=O
assay / compound	17	18	19	20	21	22	23	24
FN deposit inh	18.6	x	5.5	-7.3	3.9	3.9	x	-5.9
CASP6 VEID inh	2.7	3.1	2.3	-2.0	-2.4	-5.5	x	18.2
S100A4 MyoIIA	0.1	-3.3	22.7	4.4	-3.6	-5.0	x	-1.9
C2C12 statin	x	1.4	-14.4	-3.9	13.4	-2.0	5.9	-3.2
SIRT5 inh	-2.2	-0.8	-0.5	-0.1	-4.7	2.5	x	0.3
esBAF inh	x	9.2	2.8	2.0	11.1	0.4	2.9	-1.9
LGR2 antag	10.3	7.5	2.4	4.6	-2.0	7.0	0.1	-41.4

[25] O=C(CCN1C(=O)c2ccccc2C1=O)C1=NN[C@@H]2C(=O)N(c3ccc4c(c3)OCCO4)C(=O)[C@H]12
[26] Cc1ccc(N=Nc2c(C)[nH]n(-c3ccccc3)c2=O)c(C)c1
[27] Cc1ccc(C(=O)Nc2ccccc2C(=O)N2CC(C)OC(C)C2)cc1 (stereo not given)
[28] OC[C@@H]1CN(Cc2ccncc2)C[C@H](n2cnc3c(N4CCOCC4)ncnc32)O1
[29] Cc1ccnc(NC(=O)c2ccc(Cl)cc2Cl)n1
[30] CCOC(=O)c1cnn(-c2ccc(C)cc2)c1N
[31] CC(C)NC(=O)N(C)C[C@H]1Oc2ncc(-c3cncnc3)cc2C(=O)N([C@H](C)CO)C[C@@H]1C
[32] COc1ccc(NC(=O)C(C)N(c2ccc(C)cc2)S(C)(=O)=O)cc1 (stereo not given)
assay / compound	25	26	27	28	29	30	31	32
FN deposit inh	-0.9	0.6	1.8	-9.4	-6.7	-7.8	-5.2	3.3
CASP6 VEID inh	2.5	-4.9	-0.3	3.0	0.0	x	x	x
S100A4 MyoIIA	-3.1	-1.6	0.9	-0.5	13.0	x	x	x
C2C12 statin	x	x	5.2	-76.7	x	-26.3	0.0	6.2
SIRT5 inh	-0.4	-0.4	x	x	-8.4	x	x	x
esBAF inh	x	x	-4.8	-4.5	x	56.1*	0.4	-4.8
LGR2 antag	-6.8	15.7	5.0	12.4	-21.1	x	-18.9	9.2

Some values from the list:
#29 in SIRT5 inh → -8.4
#32 in FN deposit inh → 3.3
#28 in C2C12 statin → -76.7

(more compounds)
[33] Fc1ccc(C(CNC(=S)NC2CCCCC2)N2CCOCC2)cc1 (stereo not given)
[34] CC(C)C(=O)Nc1ccc(C(=O)NNC(=S)NC(=O)c2cccs2)cc1
[35] O=C(CCN1CCN(Cc2ccccc2)CC1)NNC(=O)c1ccc(Cl)c(Cl)c1
[36] Cc1nc(-c2ccc(C(=O)N3CCCC3)cc2)cs1
[37] COCc1cn(CC[C@H]2CC[C@@H](NC(=O)Nc3ccc(F)cc3)[C@H](CO)O2)nn1
[38] COc1ccc(-n2nc(C(=O)NCC(=O)N3CCN(c4ccccc4OC)CC3)c3ccccc3c2=O)cc1OC
[39] O=C([C@H]1N[C@H]2c3ccc(-c4ccc(F)cc4)c(=O)n3C[C@H]2[C@@H]1CO)N1CCOCC1
[40] CC=Cc1ccc2n(c1=O)C[C@@H]1[C@@H](CO)[C@H](C(=O)NCC3CCCCC3)[C@H]2N1C(C)=O (mixture of isomers)
assay / compound	33	34	35	36	37	38	39	40
FN deposit inh	-7.1	3.9	13.1	5.8	x	13.7	x	x
CASP6 VEID inh	-3.8	-1.8	-3.6	-5.0	0.5	0.7	-5.0	1.3
S100A4 MyoIIA	-0.9	-5.5	0.1	1.4	-12.8	-9.5	-0.8	4.9
C2C12 statin	x	x	-0.4	x	2.8	-9.4	-15.1	22.7
SIRT5 inh	-21.1	-3.7	x	0.3	-4.3	-11.2	-9.9	-20.7
esBAF inh	x	x	-2.3	x	1.1	17.1	-4.0	-6.1
LGR2 antag	x	9.7	6.4	-18.3	7.7	-3.2	-3.3	6.5

[41] CCN(C[C@H]1N[C@@](Cc2ccccc2)(C(=O)OC)[C@H]2C(=O)N(C)C(=O)[C@@H]12)S(=O)(=O)c1ccccc1
[42] CC(C)Oc1ccc(C(CC(=O)O)NC(=O)CSc2ncn[nH]2)cc1 (stereo not given)
[43] COc1ccc(CNCc2c(O)c(Cl)cc3c(C)c(C)c(=O)oc23)c(OC)c1
[44] CCN1CCN(C(=O)Cn2ncc3c2-c2ccccc2OC3)CC1
[45] C[C@H](CO)N1C[C@H](C)[C@H](CN(C)S(C)(=O)=O)Oc2c(NC(=O)Nc3ccc(C(F)(F)F)cc3)cccc2C1=O
[46] O=C(Nc1ccc(-c2nnn(CC(=O)N3CCN(C(=O)c4ccco4)CC3)n2)cc1)c1ccc(F)cc1
[47] C[C@@H]1CN([C@@H](C)CO)C(=O)c2cc(NS(=O)(=O)c3cn(C)cn3)ccc2O[C@@H](C)CCCCO[C@H]1CN(C)C(=O)Nc1ccc2c(c1)OCO2
[48] NS(=O)(=O)c1ccc(Nc2ncccc2[N+](=O)[O-])cc1
assay / compound	41	42	43	44	45	46	47	48
FN deposit inh	13.1	-2.0	-12.5	-2.1	13.0	13.8	x	x
CASP6 VEID inh	3.8	x	-3.1	-3.0	2.6	-0.4	0.3	15.2
S100A4 MyoIIA	3.0	x	-4.7	7.4	4.0	-10.2	-3.3	-6.6
C2C12 statin	18.6	-11.9	-2.3	5.5	-1.9	7.9	x	-3.6
SIRT5 inh	-1.4	x	-55.9	-2.6	-4.7	-0.8	1.0	8.8
esBAF inh	-8.3	-6.9	-0.9	-4.9	5.0	4.7	-2.8	5.2
LGR2 antag	14.9	x	-12.8	25.1	8.2	4.5	3.3	-1.6

Nothing new here: an excerpt of the list.
[41] CCN(C[C@H]1N[C@@](Cc2ccccc2)(C(=O)OC)[C@H]2C(=O)N(C)C(=O)[C@@H]12)S(=O)(=O)c1ccccc1
[42] CC(C)Oc1ccc(C(CC(=O)O)NC(=O)CSc2ncn[nH]2)cc1 (stereo not given)
[43] COc1ccc(CNCc2c(O)c(Cl)cc3c(C)c(C)c(=O)oc23)c(OC)c1
assay / compound	41	42	43
FN deposit inh	13.1	-2.0	-12.5
CASP6 VEID inh	3.8	x	-3.1
S100A4 MyoIIA	3.0	x	-4.7
C2C12 statin	18.6	-11.9	-2.3
SIRT5 inh	-1.4	x	-55.9
esBAF inh	-8.3	-6.9	-0.9
LGR2 antag	14.9	x	-12.8

More structures.
[49] CCCCN(C(=O)C1CC(=O)N(c2ccc(CC)cc2)C1)c1c(N)n(CCC)c(=O)[nH]c1=O (stereo not given)
[50] CCCS(=O)(=O)c1c(S(=O)(=O)CCC)c2c(C)cccn2c1C(=O)N/N=C/c1cc(O)cc(O)c1
[51] COc1ccc(C2C(C#N)=C(N)Oc3n[nH]c(C)c32)cc1Cn1nnc2ccccc21 (stereo not given)
[52] O=C(CC1CCCC1)NCCS(=O)(=O)N1CCN(c2ccccc2F)CC1
[53] COc1cc(-c2noc(C)c2C#CCO)cc(OC)c1OC
[54] CCCCC(=O)Nc1ccc(NC(=O)c2ccc3c(c2)OCO3)cc1OC
assay / compound	49	50	51	52	53	54
FN deposit inh	x	-1.9	x	2.2	-5.4	-4.9
CASP6 VEID inh	1.7	-1.2	7.1	1.0	-0.4	x
S100A4 MyoIIA	0.5	-6.0	-9.9	-2.1	-1.9	x
C2C12 statin	-13.1	19.5	1.1	4.8	-7.5	0.4
SIRT5 inh	-2.8	x	-6.6	-2.4	-0.9	x
esBAF inh	-3.7	-8.8	3.6	x	-4.7	24.5
LGR2 antag	-4.5	8.1	-8.7	-2.8	5.8	x

Some of these compounds in order of their number in CASP6 VEID inh, rising.
No.	Molecule	CASP6 VEID inh
21	COc1ccc(/C=C/C(=O)NC(=S)NNC(=O)c2ccco2)cc1OC	-2.4
34	CC(C)C(=O)Nc1ccc(C(=O)NNC(=S)NC(=O)c2cccs2)cc1	-1.8
24	O=C(O)c1ccc2c(c1)C(=O)N(c1cccc(-c3nc4ccccc4s3)c1)C2=O	18.2

Bioassay records deposited in PubChem by Broad Institute.

Some of the compounds tested (hit frequency here may not be typical).
